Screens (PubChem)
ERp5 inh – ERp5 (human) disulfide isomerase inhibition; inhibition, % at 9.99 µM; AID 651711; Q15084; hit rate 0.05% among 350,000; ERp5 insulin aggregation, absorbance 650 nm, 90 min;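 active = mean replicate inhibition above about 25%, with every replicate also reaching it, limit read from the data, passing the limit was not always enough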
Target sequence (Q15084 whole entry, looked up): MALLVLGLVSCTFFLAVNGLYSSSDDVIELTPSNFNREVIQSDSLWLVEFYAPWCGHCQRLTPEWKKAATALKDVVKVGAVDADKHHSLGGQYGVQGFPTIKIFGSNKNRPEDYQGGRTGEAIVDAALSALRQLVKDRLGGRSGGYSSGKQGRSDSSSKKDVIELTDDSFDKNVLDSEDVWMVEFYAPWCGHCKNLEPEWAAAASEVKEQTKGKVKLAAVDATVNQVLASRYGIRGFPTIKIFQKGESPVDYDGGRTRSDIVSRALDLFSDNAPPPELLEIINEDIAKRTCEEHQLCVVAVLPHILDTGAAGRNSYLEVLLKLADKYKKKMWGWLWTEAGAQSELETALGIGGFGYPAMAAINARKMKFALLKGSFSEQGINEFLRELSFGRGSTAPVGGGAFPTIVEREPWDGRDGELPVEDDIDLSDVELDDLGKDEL
SIRT5 block – inhibitors of human sirtuin-5 desuccinylase; inhibition, % at 15 µM; hit rate 1.1% among 330,000; Purified SirT5, succinyl-peptide AMC, trypsin-coupled fluorescence; Q9NXA8; in the data active = inhibition above about 15%
Target sequence (Q9NXA8 whole entry, looked up): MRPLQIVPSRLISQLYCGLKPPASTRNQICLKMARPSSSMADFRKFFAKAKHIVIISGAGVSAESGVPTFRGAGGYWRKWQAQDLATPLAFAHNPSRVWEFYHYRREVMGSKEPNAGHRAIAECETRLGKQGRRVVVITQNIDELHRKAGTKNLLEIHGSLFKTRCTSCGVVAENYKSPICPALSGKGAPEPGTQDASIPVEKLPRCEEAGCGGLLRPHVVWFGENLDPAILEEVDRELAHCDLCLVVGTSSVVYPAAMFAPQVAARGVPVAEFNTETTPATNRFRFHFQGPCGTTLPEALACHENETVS
An asterisk follows results filed as active; & = joins results of further samples.

ERp5 inh,SIRT5 block,mol
1.9,0.1,CO[C@H]1CN(C)C(=O)c2ccc(NC(=O)Nc3cccc(Cl)c3)cc2OC[C@H](C)N(C(=O)Nc2c(C)noc2C)C[C@@H]1C
6.8,2.6,CC(C)c1ccccc1NC(=O)COC(=O)CCN1C(=O)/C(=C\C=C\c2ccccc2)SC1=S
-2.2,0.3,COc1ccc(CN2C(=O)CSCC2(C)C(=O)NC(C)C)cc1 (stereo not drawn)
5.3,-2.2,C[C@@H]1CN([C@@H](C)CO)C(=O)c2c(c3ccccc3n2C)-c2ccccc2CO[C@H]1CN(C)Cc1ccc(O)cc1
-3.6,2.4,COc1ccc(C#Cc2ccc([C@@H]3[C@@H](CO)N4C(=O)CN(C(=O)c5ccc(F)cc5)C[C@H]34)cc2)cc1
-0.3,-1.0,O=C(CCSc1nnc(-c2ccccc2)o1)N1CCOCC1
-3.3,-2.6,O=C1/C(=C/c2ccc(O)cc2)SC(=S)N1Cc1cccnc1
-2.2,-1.8,O=C(C1CCOCC1)N1CC(=O)N2[C@H](CO)[C@@H](c3ccc(-c4ccccc4F)cc3)[C@@H]2C1
1.0,1.7,COc1ccc2c3c(n(C)c2c1)[C@H](CO)N(Cc1ccc(F)cc1)CC31CCN(CC2CCOCC2)CC1
3.7,1.1,COc1cccc(-c2ccc([C@H]3[C@@H](CO)N4C(=O)CN(C(=O)C5CC5)C[C@@H]34)cc2)c1
-0.9,1.6,COc1cccc(-c2ccc([C@@H]3[C@@H](CO)N4C(=O)CN(C(=O)CN5CCOCC5)C[C@H]34)cc2)c1
-2.0,0.2,O=C(Cc1cccnc1)N1CC(=O)N2[C@H](CO)[C@H](c3ccc(C#CC4CCCC4)cc3)[C@H]2C1
1.5,-3.9,O=C(c1ccccn1)N1CC2(C1)[C@H](c1ccccc1)[C@@H](CO)N2C(=O)C1CCCCC1
2.6,1.0,COc1ccccc1-c1ccc(SCc2ccc(C)cc2)nn1
-5.2,-0.5,COc1cccc(S(=O)(=O)Nc2ccc3c(c2)[C@@H]2C[C@H](CC(=O)O)O[C@H](CO)[C@@H]2O3)c1
-1.5&6.3,0.3&5.4,Cc1ccc(-c2ccc(C3[C@H]4CNC[C@@H]3N4S(=O)(=O)c3ccccc3C)cc2)cc1 (stereo partly drawn)
10.0,12.0,C/C=C/c1ccc([C@H]2[C@@H](CO)N(CCC)[C@H]2CN(CC)C(=O)c2ccccn2)cc1
8.1,0.8,O=C(C1=NOC2(C1)C(=O)Nc1ccccc12)N1CCOCC1 (stereo not drawn)
0.3,8.9,CCNc1nc(Cl)nc(-c2cn(-c3ccccc3)c3ccccc23)n1
1.6,1.8,C[C@@H]1CN([C@@H](C)CO)C(=O)c2c(c3ccccc3n2C)-c2ccccc2CO[C@@H]1CN(C)C(=O)Nc1ccnc(N2CCOCC2)c1
-3.5,-2.9,COc1cccc(C(C(=O)NC2CCCC2)N2CCN(c3ncccc3C#N)CC2)c1OC (stereo not drawn)
2.2,-2.2,Nc1nc2c(ncn2[C@@H]2O[C@H](C(=O)N[C@@H](Cc3ccccc3)C(=O)NCc3ccccc3)[C@@H](O)[C@H]2O)c(=O)[nH]1
1.1,5.8,COc1ccc2c3c(n(C)c2c1)[C@@H](CO)N(C(=O)c1ccc(F)cc1)CC31CCN(C(=O)Nc2ccc(F)cc2)CC1
-4.9,-3.3,CN(C)C(=O)c1ccc(-c2ccccc2[C@@H]2[C@@H](C#N)N(C(=O)C3CCCC3)[C@H]2CO)cc1
1.6,0.0,COc1ccc(NC(=O)N2CC(=O)N3[C@@H](CO)[C@@H](c4ccc(/C=C/c5ccccc5)cc4)[C@@H]3C2)cc1
5.5,-3.7,O=C(NCc1ccccc1)C1c2ccccc2OCC(=O)N1C1CC1 (stereo not drawn)
9.2,3.0,Cc1ccc(S(=O)(=O)N(C)C[C@H]2Oc3c(NC(=O)CCCCCC(=O)Nc4ccccc4N)cccc3C(=O)N([C@@H](C)CO)C[C@H]2C)cc1
2.1,-6.2,COc1ccc(C(=O)C2CCCN(Cc3c[nH]c4ccccc34)C2)c(OC)c1 (stereo not drawn)
0.9,-1.4,CC(=O)N1CCN(c2ccc(N3CCN(Cc4ccccc4)[C@H](C)C3)c(C)c2)[C@H](C)C1
-6.2,-3.7,COc1cccc(C#Cc2ccc([C@@H]3[C@@H](CO)N4C(=O)CN(C(=O)c5ccncc5)C[C@@H]34)cc2)c1
0.5,1.1,CCCNC(=O)N1[C@H](C#N)[C@@H](c2ccccc2C2=CCCCC2)[C@@H]1CO
5.0,-3.1,COC(=O)C1=C(C)N(Cc2cccc(C(F)(F)F)c2)C(=NCC2CC2)NC1c1ccc(F)cc1 (stereo not drawn)
6.0,7.7,CCCCCc1c(Cc2ccccc2)ncn1CCc1ccccc1OC
5.0,1.4,CCCCCNC(=O)C1C(=O)Nc2ccccc2C(=O)N1C(C)(C)C (stereo not drawn)
2.6,-3.1,C/C=C/c1ccc([C@H]2[C@@H](CO)N(S(C)(=O)=O)[C@@H]2CN(C(C)=O)C(C)C)cc1
-2.9,-0.4,COc1ccc2c3c(n(C)c2c1)[C@@H](CO)N(Cc1ccccc1F)CC31CN(C(=O)C2CCCC2)C1
5.1,-5.9,CCCN(C)C1CN(Cc2cn(Cc3ccc(OC)cc3)nn2)S(=O)(=O)C1 (stereo not drawn)
-1.3,3.8,COc1ccccc1-c1cccc(-c2nc(C(=O)Nc3nccs3)cc3c2[C@H](CCO)N(C(=O)CC2CC2)C3)c1
-1.6,0.6,O=C(Nc1cc(F)ccc1F)N1CC(=O)N2[C@H](C1)[C@@H](c1ccc(/C=C/c3ccccc3)cc1)[C@@H]2CO
4.9,-10.7,O=C(C[C@@H]1C[C@H]2c3cc(NC(=O)NC4CCCCC4)ccc3O[C@H]2[C@@H](CO)O1)NCCc1ccccc1
-1.8,-1.6,CC1=CC(=NOS(=O)(=O)c2ccc(C)cc2)CC(C)(C)C1
0.7,-3.5,O=C(NC1CCCC1)N1CC(=O)N2[C@H](CO)[C@@H](c3ccc(-c4ccc(F)cc4)cc3)[C@H]2C1
1.0,-0.5,CCOC(=O)[C@]12CCCC=C1N(CCc1ccc(OC)c(OC)c1)C(=O)[C@H](CC(=O)NCCCCc1ccccc1)C2
10.6,1.5,O=C(C[C@H]1C=C[C@H](NC(=O)c2cccnc2)[C@H](CO)O1)NCc1ccncn1
3.6,0.0,CCOC(=O)N1CCC(N2CCCC(CO)(Cc3cccc(OC)c3)C2)CC1 (stereo not drawn)
0.4,-5.2,CS(=O)(=O)N1CC2(C1)[C@H](c1ccccc1)[C@H](CO)N2CCC(F)(F)F
-5.4,-1.1,COC(=O)[C@@]12C[C@@H](CC(=O)N3CCOCC3)C(=O)N(Cc3ccc4c(c3)OCO4)C1=CCC(C)(C)C2
2.9,-0.2,O=C1CNC[C@@H]2[C@@H](c3ccc(C4=CCCCC4)cc3)[C@H](CO)N12
7.7,-4.4,CCCCCNC(=O)C1C(=O)Nc2ccccc2C(=O)N1c1c(C)cccc1C (stereo not drawn)
3.3,-0.2,CS(=O)(=O)N1[C@@H](C#N)[C@@H](c2ccccc2-c2ccccc2F)[C@@H]1CO
1.6,-1.3,Cc1ccc(S(=O)(=O)N2[C@@H](CO)CO[C@H]2CC(=O)c2ccccc2)cc1
7.3,-0.6,CCCCCCCCN1C(=O)[C@H](CC(=O)NCc2ccc(C)o2)C[C@@]2(C(=O)OC)CC(C)(C)CC=C12
-1.7,1.1,CC(C)CCOP(=O)(c1ccc(N(C)C)cc1)C(O)c1ccc(Cl)cc1Cl (stereo not drawn)
1.7,3.4,COC(=O)C1=CN(c2ccc(OC)cc2OC)C(N)=C(C#N)C1c1ccc(OC)cc1 (stereo not drawn)
2.3,2.0,Cc1noc(C)c1S(=O)(=O)Nc1ccc2c(c1)CC(=O)N([C@H](C)CO)C[C@H](C)[C@@H](CN(C)Cc1ccc3c(c1)OCO3)O2
-2.1,0.1,COC(=O)C1=CN(c2ccc(C(C)(C)C)cc2)C(N)=C(C#N)C1c1ccccc1F (stereo not drawn)
3.0,2.3,CCC(c1nnnn1-c1ccc2c(c1)OCCO2)N1CCc2ccccc2C1 (stereo not drawn)
-1.7,-3.2,O=C(c1cnc2nc3ccccc3n2c1)c1cc(F)ccc1O
4.0,-4.8,CN(C)C(=O)c1ccc(-c2ccccc2[C@H]2[C@@H](C#N)N(C(=O)C3CC3)[C@@H]2CO)cc1
10.1,-1.7,C[C@@H]1O[C@H](C2CCCC2)Cc2[nH]c(=S)[nH]c(=O)c21

The final 3 compounds of the part before are carried over, then new ones follow:
ERp5 inh,SIRT5 block,mol
-1.7,-3.2,O=C(c1cnc2nc3ccccc3n2c1)c1cc(F)ccc1O
4.0,-4.8,CN(C)C(=O)c1ccc(-c2ccccc2[C@H]2[C@@H](C#N)N(C(=O)C3CC3)[C@@H]2CO)cc1
10.1,-1.7,C[C@@H]1O[C@H](C2CCCC2)Cc2[nH]c(=S)[nH]c(=O)c21
4.5,13.6,CCOC(=O)C1CCN(C(=S)Nc2ccc(Cl)cc2C)CC1
7.2,-0.9,CN1CCN(C(=O)C[C@@H]2CC[C@H]3[C@H](COc4ccc(NC(=O)C5CCCC5)cc4C(=O)N3C)O2)CC1
0.1,-0.8,Cc1cc(-c2nc3cc(F)ccc3s2)ccc1N
5.1,-6.3,CCCNC(=O)[C@@H]1[C@@H](CO)[C@@H]2Cn3c(ccc(-c4ccccc4F)c3=O)[C@@H]2N1C(C)=O
-0.4,7.8,CCOC(=O)c1cc2ccccc2n1C1CCN(C)CC1
-4.7,-0.2,N#C[C@H]1[C@@H](c2ccccc2C2=CCCC2)[C@@H](CO)N1C(=O)Cc1ccncc1
17.1,-1.1,CC(C)CC#Cc1cnc2c(c1)C(=O)N([C@H](C)CO)C[C@H](C)[C@H](CN(C)Cc1cccc(C(=O)O)c1)O2
-2.7,1.3,O=C(O)c1ccccc1SCc1cn2cc(Br)ccc2n1
2.6,0.7,COc1cccc(CNC(=O)[C@@H]2CCCN2C(=O)[C@H]2CCCCN2C(=O)c2ccccc2C)c1
1.1,2.9,Cc1ccccc1S(=O)(=O)N1[C@H](CO)[C@@H](c2ccc(C#CC3CCCC3)cc2)[C@@H]1C#N
-5.0,8.5,Cc1ccc(S(=O)(=O)Nc2ccc3c(c2)CC(=O)N([C@@H](C)CO)C[C@H](C)[C@@H](CN(C)Cc2ccc(C(=O)Nc4ccccc4N)cc2)O3)cc1
2.2,4.0,CCC(=O)N1CC2(CCN(C(=O)c3cccnc3)CC2)c2c([nH]c3cc(OC)ccc23)[C@H]1CO
-1.2,1.3,C[C@@H]1CN([C@@H](C)CO)C(=O)c2cccc(NC(=O)CCCCCC(=O)Nc3ccccc3N)c2O[C@@H]1CN(C)C(=O)Nc1cccc2ccccc12
-3.5,1.5,C/C=C/c1ccc([C@H]2[C@@H](CO)N(CC3CC3)[C@@H]2CN(C(C)=O)C(C)C)cc1
5.1,-1.7,O=C(c1ccc(F)cc1)N1CC(=O)N2[C@H](CO)[C@@H](c3ccc(C4=CCCC4)cc3)[C@H]2C1
-4.2,0.0,Cc1ccccc1-c1cnc2c(c1)C(=O)N([C@H](C)CO)C[C@H](C)[C@@H](CN(C)Cc1cccnc1)O2
2.7&7.5,-1.5&-1.6,CCCNC(=O)N1C[C@@H]2N[C@H](C1)C2c1ccc(-c2cccc(OC)c2)cc1 (stereo partly drawn)
0.3,-3.9,Cc1cc2nc(-c3nnnn3-c3c(C)cccc3C)c(=O)[nH]c2cc1C
-0.6,-1.8,O=C(C1CCCCC1)N1CC2(C1)[C@@H](c1ccccc1)[C@H](CO)N2Cc1ccccc1F
-2.4,-3.1,C/C=C/c1ccc([C@@H]2[C@H](CO)N(C(=O)CC3CC3)C23CN(S(C)(=O)=O)C3)cc1
-1.3,-0.1,CS(=O)(=O)N1CC(=O)N2[C@H](CO)[C@@H](c3ccc(C#Cc4cccc(F)c4)cc3)[C@@H]2C1
-5.3,-1.1,O=C1NC[C@@H](CCCCN2C[C@H](Cc3ccc(O)cc3)N(CCc3ccccc3)C(=O)C2=O)N(CCc2ccccc2)C1=O
-5.0,2.8,CCCCCCn1cc(CN(C)C2CN(Cc3cn(CCCCCC)nn3)S(=O)(=O)C2)nn1 (stereo not drawn)
-2.8,-1.6,O=C(C1CCCCC1)N1CC2(C1)[C@@H](c1ccccc1)[C@@H](CO)N2Cc1ccccc1F
3.7,1.2,Cc1cccc(C)c1NC(=O)C1c2ccccc2OCC(=O)N1CCc1c[nH]c2ccccc12 (stereo not drawn)
0.3,2.2,O=C1C(Sc2cccc(F)c2)=C[C@@]2(O)CC[C@@H](O)[C@]1(Sc1cccc(F)c1)[C@H]2O
6.4,1.8,C[C@@H]1CN([C@@H](C)CO)C(=O)c2c(c3ccccc3n2C)-c2ccccc2CO[C@@H]1CN(C)C(=O)Nc1ccc(-c2ccccc2)cc1
0.5,1.3,N#C[C@H]1[C@@H](c2ccc(C#CC3CCCC3)cc2)[C@H](CO)N1C(=O)Cc1ccccn1
3.6,-4.0,CN(C(=O)[C@@H](Cc1ccccc1)NC(=O)[C@H]1O[C@@H](n2cnc3c(=O)[nH]c(N)nc32)[C@H](O)[C@@H]1O)C1CCCCC1
1.2,-5.9,COc1ccc(CN2C(=O)c3ccccc3C2c2nnnn2C(C)C)cc1OC (stereo not drawn)
3.1,-7.5,CC(C)(C)OC(=O)N1CCC[C@@H]1C(=O)NCc1ccccc1Cl
0.5,0.7,COc1cccc(C#Cc2ccc([C@@H]3[C@H]4CN(C(C)=O)CC(=O)N4[C@H]3CO)cc2)c1

Three compounds out of the list, sorted by heavy-atom count, largest number first:
ERp5 inh,SIRT5 block,mol
3.6,-4.0,CN(C(=O)[C@@H](Cc1ccccc1)NC(=O)[C@H]1O[C@@H](n2cnc3c(=O)[nH]c(N)nc32)[C@H](O)[C@@H]1O)C1CCCCC1
-1.7,1.1,CC(C)CCOP(=O)(c1ccc(N(C)C)cc1)C(O)c1ccc(Cl)cc1Cl (stereo not drawn)
5.0,1.4,CCCCCNC(=O)C1C(=O)Nc2ccccc2C(=O)N1C(C)(C)C (stereo not drawn)

The list is partial (hit frequency here may not be typical).
